Giardia kill: Small Molecules that selectively kill Giardia lamblia: qHTS | 340,000 compounds, 0.15% hits | Giardia lamblia trophozoite viability | activity change, % at 7.66 µM, hits read low; in the data active = activity change below about -80%; inconclusive = between about -30% and that limit;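 note: parasites exposed to compound for two days anaerobically before the ATP read; % is set by controls: 0 for no effect and ±100 for the full control effect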
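Media and compound were dispensed first, then trophozoites at 100 cells/well; plates sat 48 hrs at 37 deg C without oxygen before ATP luminescence reagent was added and read after 15-30 min at room temperature.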
VP16 counter: VP16 counterscreen qHTS for inhibitors of ROR gamma transcriptional activity; Drosophila S2 Gal4-VP16 UAS-luciferase, luminescence, 20 h; Potency, µM (top dose mostly 53.6 µM), inactives show top-dose activity, negative = inhibition, most hits filed as inhibitors; 310,000 compounds, 3.5% hits; AID 2546, 2010;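 note: Gal4-VP16 expression switched on by copper sulfate through the metallothionein promoter; potency is the fitted concentration of half-maximal effect; % is set by controls: 0 for no effect and ±100 for the full control effect; nearly all actives have a fitted effect of over 50% in size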
KCNH2 3.1 inh: qHTS for Inhibitors of KCHN2 3.1: Mutant qHTS. Potassium voltage-gated channel subfamily H member 2, brain isoform KCNH2 3.1 (human). U2OS KCNH2 3.1, thallium flux FluxOr; active compounds read low. activity change, % (tested at about 1.8 µM). 340,000 compounds, 0.95% hits. AID 720553, 2013;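 active = maximum activity change below -70%; inconclusive = maximum activity change from -70% to -50%; inactive = maximum activity change above -50%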;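 note: thallium influx rate constant from kinetic fluorescence after stimulation buffer; % is set by controls: 0 for no effect and ±100 for the full control effect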
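U2OS cells transduced with KCNH2 3.1 mutant virus (1.77 x 10^8 /mL, 4 h), plated overnight at 37 C, loaded 45 min with FluxOr dye plus Red40 quencher. Thallium flux rate constant from kinetic reads after stimulation buffer, normalised to controls.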
NPC1 promoter act: qHTS Assay for NPC1 Promoter Activators; Huh7 NPC1 promoter luciferase reporter, 24 h; Potency, µM (titrated, usually from 9.22 µM), without a hit: at the top dose activation, hits mostly activators; 320,000 compounds, 2.4% hits;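 note: potency is the fitted concentration of half-maximal effect; % of control where 0% means no effect; nearly all actives have a fitted effect of over 60% in size; reporter is driven by a mutant NPC1 promoter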
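Huh7 reporter cells (NPC1 promoter driving luciferase) are dosed with compound for 24 h at 37 °C, 5% CO2; luciferase detection reagent is then added and luminescence measured after 10 min at ambient temperature.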
uPA surface inh: qHTS for Inhibitors of Cell Surface uPA Generation | 330,000 compounds, 0.31% hits | Potency, µM (doses to about 38.3 µM), for inactives: top-dose activity change, negative = inhibition, actives largely listed as inhibitors | cell surface uPA generation assay, qHTS; active = well fitted inhibition curve with a large enough effect; inconclusive = small, poorly fitted or top-dose-only effect; inactive = no such curve, though single readings can be large or run the other way; tested in mouse RAW 264.7 cells; note: potency is the fitted concentration of half-maximal effect; % is set by controls: 0 for no effect and ±100 for the full control effect; nearly all actives have a fitted effect of over 55% in size
Tb PFK block: qHTS Assay to Find Inhibitors of T. brucei phosphofructokinase | AID 485367, 2010 | 330,000 compounds, 0.17% hits | ATP-dependent 6-phosphofructokinase (Trypanosoma brucei brucei), O15648 | Potency, µM (highest dose often 57.5 µM), for the others: at the highest dose activity, negative = inhibition, usual class: inhibitors | T. brucei PFK, ADP-Glo luminescence;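 note: potency is the fitted concentration of half-maximal effect; 0% = uninhibited 1x PFK enzyme wells and -100% = no-enzyme wells; nearly all actives have a fitted effect of over 60% in size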
Target sequence (O15648 whole entry, looked up): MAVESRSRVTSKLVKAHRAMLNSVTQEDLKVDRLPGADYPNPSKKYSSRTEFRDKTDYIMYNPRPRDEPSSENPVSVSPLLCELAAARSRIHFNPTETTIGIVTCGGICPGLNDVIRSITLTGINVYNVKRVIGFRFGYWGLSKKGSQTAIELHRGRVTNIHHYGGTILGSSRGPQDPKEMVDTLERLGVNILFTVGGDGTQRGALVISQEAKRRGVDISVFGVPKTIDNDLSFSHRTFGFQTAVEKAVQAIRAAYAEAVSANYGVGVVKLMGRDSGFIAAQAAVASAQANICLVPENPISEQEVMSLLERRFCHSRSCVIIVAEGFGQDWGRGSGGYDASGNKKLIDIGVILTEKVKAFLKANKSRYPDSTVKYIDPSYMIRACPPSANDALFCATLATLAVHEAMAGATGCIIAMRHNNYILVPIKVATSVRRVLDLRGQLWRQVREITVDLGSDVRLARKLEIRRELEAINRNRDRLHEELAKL
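ADP-Glo luminescence quantified ADP after 45 min at room temperature, with 1.25 nM T. brucei PFK, 0.1 mM ATP and 0.5 mM fructose-6-phosphate in pH 8.0 TEA buffer. qHTS titrations up to 57 µM; curves classified by quality.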
FLuc counter: qHTS profiling assay for firefly luciferase inhibitor/activator using purifed enzyme and Km concentrations of substrates (counterscreen for miR-21 project); 360,000 compounds, 6.9% hits; purified FLuc, Km substrates, luminescence inhibition; Potency, µM (titrated, usually from 57.5 µM), for the others: at the highest dose activity change, negative = inhibition, hits mostly inhibitors; Luciferin 4-monooxygenase (Photinus pyralis), P08659;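 note: potency is the fitted concentration of half-maximal effect; plate controls were vehicle for no effect and reference inhibitor for full effect; nearly all actives have a fitted effect of over 55% in size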
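Purified P. pyralis luciferase (10nM final) with 10uM D-luciferin and 10uM ATP (Km levels) in 50mM Tris acetate pH 7.5, 10mM Mg acetate, 0.01% Tween-20, 0.05% BSA; qHTS 6-point titration, ~60 µM downward; luminescence read.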
RORgamma inh: qHTS for inhibitors of ROR gamma transcriptional activity | 310,000 compounds, 5.4% hits | Potency, µM (doses to about 53.6 µM), inactives show top-dose activity change, negative = inhibition, hits mostly inhibitors | Drosophila S2 Gal4-RORgamma UAS-luciferase reporter, 20 h | AID 2551, 2010 | Nuclear receptor ROR-gamma (Mus musculus), P51450; note: potency is the fitted concentration of half-maximal effect; % is set by controls: 0 for no effect and ±100 for the full control effect; nearly all actives have a fitted effect of over 60% in size
Target sequence (P51450 whole entry, looked up, the tested form may be a part): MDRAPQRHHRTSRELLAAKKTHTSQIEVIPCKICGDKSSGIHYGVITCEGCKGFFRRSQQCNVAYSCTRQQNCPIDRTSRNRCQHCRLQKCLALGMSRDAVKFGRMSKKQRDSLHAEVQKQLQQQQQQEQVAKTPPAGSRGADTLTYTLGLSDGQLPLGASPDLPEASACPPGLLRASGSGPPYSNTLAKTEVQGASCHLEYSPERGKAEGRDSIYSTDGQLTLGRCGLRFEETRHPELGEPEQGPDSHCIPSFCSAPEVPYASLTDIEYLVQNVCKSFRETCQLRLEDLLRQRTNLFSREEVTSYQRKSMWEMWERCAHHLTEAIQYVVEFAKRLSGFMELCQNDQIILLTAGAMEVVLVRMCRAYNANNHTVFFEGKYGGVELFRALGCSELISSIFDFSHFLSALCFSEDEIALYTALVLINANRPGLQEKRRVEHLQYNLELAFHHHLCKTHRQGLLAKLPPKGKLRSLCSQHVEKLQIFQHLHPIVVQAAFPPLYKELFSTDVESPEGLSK
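In this cell-based reporter format, copper sulfate (700 uM final) drives Gal4–ROR gamma fusion expression from a metallothionein promoter in Drosophila Schneider cells; compounds preincubated 1 hr, reporter read after 20 hr at ambient temperature.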
Rab9 prom act: qHTS Assay for Rab9 Promoter Activators | Huh7 Rab9 promoter-luciferase reporter, luminescence, 24 h | Potency, µM (highest dose often 9.22 µM), for inactives: top-dose activation, negative = inhibition, usual class: activators | 320,000 compounds, 2.8% hits; note: potency is the fitted concentration of half-maximal effect; % of control where 0% means no effect; nearly all actives have a fitted effect of over 60% in size
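Quantitative HTS format; Huh7 Rab9-luciferase reporter cells (1500/well) receive compound 2 h post-plating, incubate 24 h at 37 °C, then get luciferase reagent for 10 min before luminescence reading.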
ELG1 genotoxic: qHTS screen for small molecules that induce genotoxicity in human embryonic kidney (HEK293T) cells expressing luciferase-tagged ELG1; HEK293T ELG1-luciferase reporter, luminescence, 16 h; Potency, µM (series often up to 46 µM), for inactives: top-dose activity change, positive = activation, usual class: activators; 330,000 compounds, 1.3% hits; note: potency is the fitted concentration of half-maximal effect; % of control where 0% means no effect; nearly all actives have a fitted effect of over 60% in size
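Luminescence read-out: rising ELG1-luciferase signal, reflecting elevated ELG1 protein under genetic stress, flags genotoxic compounds. Cells were treated for 16 hr at 37 °C before ONE-Glo detection.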
FBPA coupling cs: qHTS Assay for Inhibitors of Fructose-1,6-bisphosphate Aldolase from Giardia Lamblia: Coupling assay counterscreen | coupling enzyme system counterscreen, AmpLite Red fluorescence | activity change, negative = inhibition, % at 58.2 µM, hits read low | 290,000 compounds, 0.67% hits; in the data active = activity change below about -30%; note: % is set by controls: 0 for no effect and ±100 for the full control effect
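Counterscreen of the coupled detection system alone, without aldolase: glyceraldehyde-3-phosphate coupling enzymes plus AmpLite Red readout. Compounds at 57.5 uM final, 10 min RT preincubation, 20 min RT reaction, fluorescence 525/598 nm.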
Active calls of the source: *; ? = inconclusive; nt = not tested or not shown; & = joins results of further samples; [ ] = another dose, or the depositor's remark. Unless noted, calls come from the whole dose curve; as a rule, active = well fitted curve in the direction sought with a large enough effect; inconclusive = small, poorly fitted or top-dose-only effect, or another doubt; inactive = no such curve, though single readings can be large; an effect the other way counts as inactive or inconclusive.

SMILES	Giardia kill	VP16 counter	KCNH2 3.1 inh	NPC1 promoter act	uPA surface inh	Tb PFK block	FLuc counter	RORgamma inh	Rab9 prom act	ELG1 genotoxic	FBPA coupling cs
Cn1nnnc1SCC(=O)N1CCOCC1	21	6%	13	-1%	4%	-16%	2%	-35%	-7%	-2%	-2
CC(C)CN(Cc1cc(=O)oc2cc(-c3ccccc3)c(O)cc12)CC(C)C	6	3%	-1	1%	2%	-8%	-1%	38%	-9%	-16%	-6
CC1CCCCN1c1cc(C#N)c(C#N)cc1[N+](=O)[O-] (centres undefined)	-5	-11%	8	1%	-7%	2%	0%	0%	7%	5%	-5
Cc1ccc(CNC(=O)CC2Sc3ccccc3NC2=O)cc1 (centres undefined)	0	-3%	4	0%	2%	-5%	1%	0%	-5%	3%	2
NC(=O)Cn1nnc(-c2ccc(CN3CCCCC3)cc2)n1	35[activator]	-2%	-82*	-2%	2%	-1%	0%	-12%	-1%	0%	2
COC(=O)c1cc2n(n1)CCN(Cc1ccc(OC)cc1)C2=O	-1	0%	0	0%	3%	-1%	9%	13%	2%	0%	0
CCOC(=O)c1ccc(NC(=O)CCC(CC)C(=O)O)cc1 (centres undefined)	5	-12%	1	8%	11%	-2%	?	-3%	2%	-3%	0
COc1ccc(-c2cn3cccc(C)c3n2)cc1F	1	-14%	-44	?	-4%	4%	6µM*	-5%	2.5µM*	4.6µM*	-29
C/C(Nc1ccccc1)=C(/C#N)C(N)=O	3	2%	11	1%	nt	1%	2%	?	-4%	1%	2
COc1ccc2c(c1)c(=O)oc1cc(OCC(=O)NC3CC3)ccc12	-25	-6%	4	1%	-1%	-9%	-3%	-23%	-10%	-3%	2
Cc1cccc(OCCCC(=O)NNC(=O)c2cccc(N(C)C)c2)c1	-1	nt	-13	nt	1%	5%	nt	nt	nt	?	nt
O=C(NCc1cccnc1)C12CC3CC(CC(C3)C1)C2	30[activator]	1%	-6	3%	-1%	-2%	2%	0%	0%[1.84 µM]	4%	-1
Cc1ccc(S(=O)(=O)NCC(=O)OC2CCOC2=O)cc1 (centres undefined)	4	3%	-95*	-2%	-3%	0%	-3%	-25%	-1%	-2%	2
Cc1cc2nc(-c3cc(N4CCOCC4)ccc3[N+](=O)[O-])ccn2n1	-3	7%	-13	-6%	12%	7%	0%	-24%	3%	2%	4
CCCCn1c(=O)[nH]c(=O)c2c1nc(-c1ccc(OC)c(Br)c1)n2CC(C)C	11	-20%	-17	-7%	-5%	-4%	-1%	?	-4%	-1%	-3
COc1ccc(C(=O)Nc2ccc(/C(C)=N/NC(=O)c3ccncc3)cc2)cc1	nt	-3%	nt	?	nt	-3%	?	24%	?	22%	nt
CCN1C(=NCCc2cccs2)N[C@@H](CCc2ccccc2)[C@H](C(=O)NCCc2cccs2)[C@H]1C	nt	-10%	nt	2%	nt	-5%	1%	-26%	-2%	nt	2
Cc1noc(C)c1CSc1nnc(-c2ccccc2)n1N	-8	1%	0	1%	5%	2%	-3%	-12%	4%	0%	1
CN(C)Cc1cnc2ccc(Cl)cn12	-11	-6%	21	-2%	5%	-2%	0%	0%	5%	-1%	3
CC(/C=C/c1ccccc1)=N\NC(=O)C1CC1(C)c1ccccc1 (centres undefined)	0	?	-3	-5%	1%	0%	0%	-91%	-4%	-6%	-1
Cc1ccc(S(=O)(=O)N2CCCC2C(=O)Nc2nc3c(s2)CCCC3)cc1 (centres undefined)	10	?	-36	-2%	3%	-6%	2%	?	-14%	?	1
O=C(c1ccc(-n2cncn2)c([N+](=O)[O-])c1)N1CCN(S(=O)(=O)c2ccc(Cl)cc2)CC1	-15	1%	-14	-1%	3%	-5%	4%	-7%	-3%	-8%	nt
C/C(=N/NC(=O)c1cccs1)c1c(C)[nH]n(-c2nc3ccccc3s2)c1=O	?	2µM*	-5	2µM*	1.6µM*	-8%	0.6µM*	1.4µM*	2µM*	?	3
O=C(Nc1cc2c3c(c1)C1CCCC1CN3CC1CCCC21)c1ccc([N+](=O)[O-])cc1 (centres undefined)	8	0%	-26	-2%	-2%	-1%	1%	-4%	-3%	1%	0
Cc1cc(-c2ccccc2)c2c(n1)sc1c(O)cc(=O)[nH]c12	-16	-11%	-3	-1%	-1%	-5%	-1%	4%	6%	0%	4
Cc1nc2ccc(NS(=O)(=O)c3ccc(F)cc3)cc2s1	0	-4%	11	-6%	0%	-3%	-15%	38%	-1%	-9%	1
O=C1CSC(c2ccc3c(c2)OCO3)N1c1ccc(Oc2ccccc2)cc1 (centres undefined)	-2	-5%	-3	-3%	-2%	-5%	1%	15%	0%	-7%	-15
COCCCn1c(SCC(=O)Nc2ccc(NC(C)=O)cc2)nc2sc3c(c2c1=O)CCC3	-21	-10%	-10	-3%	6%	-3%	-1%	-6%	3%	10%	1
O=C1N[C@@H](c2ccccc2)COC(=O)[C@H](Cc2ccc(F)cc2)C/C=C\C[C@@H]1CC(=O)N(CCO)Cc1ccccc1	1	nt	-11	nt	-28%	4%	nt	nt	nt	-4%	nt
COc1ccc(CNC(=O)COc2ccc(Br)c(C)c2)cc1	21	14%	10	0%	2%	13%	-1%	61%	1%	1%	-8
CCOC(=O)c1sc(Nc2cccc(Cl)c2)nc1C	-10	-12%	0	19%	0%	-1%	?	0%	18%	7%	-2
O=C(O)CCSc1ccc2ccccc2n1	13&2	-15%&-19%	2&-1	0%&-2%	-1%&2%	0%&-1%	24µM*	-36%&-8%	3%&-3%	9%&4%	4&-1
COc1ccc2c(c1OC)C(=O)N1C2SC(C)(C)[C@H]1C(=O)NC(C)C (some centres undefined)	5	-1%	10	-8%	-1%	?	0%	22%	-8%	2%	3
CC(C)(C)C(=O)Nc1ccccc1C(=O)Nc1cccnc1	7	-1%	14	1%	12%	0%	0%	-3%	4%	2%	4
Cc1ccccc1N(CC(=O)Nc1ccccc1C(=O)NCc1ccco1)S(=O)(=O)c1ccccc1	10	-1%	-18	-2%	-13%	0%	4%	?	-5%	-8%	4
CCCCN1C(=O)C(O)(CC(=O)c2c(C)coc2C)c2ccccc21 (centres undefined)	-1	2%	-11	0%	-21%	8%	1%	15%	?	-4%	-1
O=C(CSc1nnc(COc2ccccc2)o1)Nc1ccc(F)cc1	-1	-1%	1	0%	-1%	1%	-1%	2%	8%	1%	-1
Cc1cccc(N(CC(=O)NC2CCCC2)C(=O)c2cc3cc4cccc(C)c4nc3s2)c1C	7	-9%	-8	1%	-8%	0%	-1%	-25%	-5%	-4%	-6
OC1(c2cccs2)CN(c2ccc(Cl)cc2)C2=[N+]1CCCC2 (centres undefined)	5	4%	-9	-1%	-15%	2%	0%	-3%	4%	-15%	0
CN(C(=O)c1ccc(COc2ccccc2Br)o1)c1ccccc1	2	?	6	-1%	5%	1%	?	?	0%	-1%	1
COc1ccc(C(=O)NC(=S)NCc2cccnc2)cc1OC	-8	-4%	7	-3%	0%	-3%	-2%	-12%	-16%	0%	2
COc1cc(C#Cc2c(-c3cncn3C)n(C)c3ccc(-c4cc(OC)c(OC)c(OC)c4)cc23)cc(OC)c1	?	nt	16	nt	?	-2%	nt	nt	nt	-11%	nt
C=CCSc1nnc(NC(=O)CSc2ccccn2)s1	7	30%	-13	21%	-6%	1%	6%	?	1%	-2%	1
CCOC(=O)Cc1csc(NC(=O)CC(C)(C)C)n1	0	0%	25	10%	-1%	-3%	?	43%	21%	6%	8
CC(C)(C)c1nnc2sc(SCCN3C(=O)c4ccccc4C3=O)nn2c1=O	5	0%	-4	7%	-3%	0%	1%	1%[10 µM]	0%	-1%	4
Cc1ccc(-c2nc3cccnc3o2)cc1NC(=O)COc1ccc(Cl)cc1C	27	-14%	15	-1%	2%	-7%	1%	4%	-5%	27%	0
Cc1ccc(C)c(N2CCN(C(=O)CCS(=O)(=O)c3ccc4c(c3)NC(=O)CO4)CC2)c1	-25	-15%	-1	-14%	1%	2%	-2%	22%	-22%	-12%[9.26 µM]	-1
COc1ccc(C2COC(=O)C2=N)c(NC(=O)c2ccc(Cl)cc2)c1 (centres undefined)	-23	-6%	-1	-4%	4%	0%	5%	22%	2%	1%	4
Cc1ccc(C)c(N(CC(=O)NC2CCCC2)C(=O)CCCC(=O)Nc2ccccn2)c1	-13	-9%	21	3%	8%	-1%	0%	-7%	22%	3%	2

From PubChem
